Bioassay records as filed in PubChem BioAssay.
Rev-RRE block = HIV-1 Rev-RRE binding inhibitors, primary screen, biochemical, FRET, protein-RNA interaction; AID 704, 2007; inhibition, % at 8 µM; 97,000 compounds, 0.79% hits; P05866; Rev peptide-RRE RNA binding;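 active means inhibition above the screen-wide mean plus 3 SD, cut at about 35% in these data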;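 further: 0% = median DMSO wells and 100% = median Neomycin B control wells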
Target sequence (P05866 whole entry, looked up): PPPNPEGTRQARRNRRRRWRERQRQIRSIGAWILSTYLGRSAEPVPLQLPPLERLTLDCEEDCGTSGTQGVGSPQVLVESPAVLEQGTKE
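Test system – labelled RRE RNA duplex and labelled Rev peptide · Reagent – labelled Rev peptide · Doses – one concentration, 8 µM nominal · Incubation – 5 + 15 min at 25 °C · Signal – FRET fluorescence readout · Read-out basis – % inhibition of FRET ratio versus controls · Control set – DMSO wells as 0% and neomycin B wells as 100% inhibition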
PLK1 inh = human PLK1 kinase inhibitors, primary screen, biochemical, TR-FRET. Serine/threonine-protein kinase PLK1 (Homo sapiens), P53350. recombinant PLK1 kinase, TR-FRET peptide phosphorylation. inhibition, % at 10 µM. 97,000 compounds, 0.53% hits. AID 619, 2007;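 active means inhibition of 50% or more in the single-concentration screen; inactive means inhibition below 50%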;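 further: 0% = DMSO max control and 100% = H-89 dihydrochloride min control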
PLK1 PBD inh = Plk1 polo box domain binding inhibitors, primary screen, biochemical, fluorescence polarization; Serine/threonine-protein kinase PLK1 (Homo sapiens), P53350; Plk1 PBD phosphopeptide binding; inhibition, %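 (tested at about 20 µM)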; 97,000 compounds, 0.13% hits; in the data active means inhibition above about 34%, passing the limit was not always enough
S1P2 blocker = human S1P2 receptor antagonists, primary screen, cell-based; cell-based S1P2 antagonist assay, inhibition at 5 uM; inhibition, % at 5 µM; 97,000 compounds, 0.21% hits; AID 736, 2007; in the data active means inhibition above about 45%;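 further: CRE beta-lactamase reporter cells expressing human S1P2 stimulated with S1P; 0% = agonist at EC80 alone and 100% = agonist plus reference antagonist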
Target sequence (O95136 whole entry, looked up): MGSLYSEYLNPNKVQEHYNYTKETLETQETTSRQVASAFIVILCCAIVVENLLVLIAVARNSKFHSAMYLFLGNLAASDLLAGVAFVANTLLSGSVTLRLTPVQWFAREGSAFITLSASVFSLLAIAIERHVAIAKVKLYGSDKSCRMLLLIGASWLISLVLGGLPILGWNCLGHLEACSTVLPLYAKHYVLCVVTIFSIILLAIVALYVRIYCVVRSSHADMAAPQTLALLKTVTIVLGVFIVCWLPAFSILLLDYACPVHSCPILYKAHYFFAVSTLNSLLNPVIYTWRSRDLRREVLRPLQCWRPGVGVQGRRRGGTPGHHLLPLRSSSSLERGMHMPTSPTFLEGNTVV
S1P2 agonist = S1P2 receptor agonists, primary screen, cell-based | activation, % at 4.5 µM | Sphingosine 1-phosphate receptor 2 (Homo sapiens), O95136 | AID 729, 2007 | S1P2-expressing cell line, agonist reporter read-out | 97,000 compounds, 0.46% hits; in the data active means activation above about 16%;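 further: 0% = vehicle low control and 100% = maximal reference agonist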
EphB4 antag = EphB4-ephrin-B2 interaction antagonists, primary screen, biochemical, TNYL-RAW peptide probe, fluorescence polarization; Ephrin type-B receptor 4 (Homo sapiens), P54760; EphB4 LBD / TNYL-RAW-Alexa532 peptide; inhibition, % at 7 µM; 97,000 compounds, 0.15% hits; AID 720, 2007;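 active means inhibition above the screen-wide mean inhibition plus 3 SD, cut at about 15% in these data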;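 further: 0% = DMSO wells and 100% = excess unlabeled TNYL-RAW peptide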
MT1-MMP txn act = MT1-MMP promoter reporter activation – cell-based, luciferase luminescence, primary screen; HT1080 MT1-MMP promoter luciferase reporter, overnight; stronger effect = higher value; 86,000 compounds, 0.16% hits; activation factor at 10 µM;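 active means activation factor of at least 2 for MT1-MMP transcription at 10 µM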
FAK inh = FAK kinase inhibitors, primary screen, biochemical; biochemical FAK kinase activity assay; inhibition, %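 (tested at 7 µM)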; 97,000 compounds, 0.84% hits; AID 727, 2007; in the data active means inhibition above about 19%;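 further: 0% = DMSO and 100% = reference compound high control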
PLAP act = PLAP enzyme activators, biochemical, luminescence, HTS; Alkaline phosphatase, placental type (Homo sapiens), P05187; purified PLAP enzyme, luminescent substrate read-out; stronger effect = higher value; activation fold at 20 µM; 96,000 compounds, 1.2% hits; AID 696, 2007; in the data active means activation fold above about 2
Target sequence (P05187 whole entry, looked up): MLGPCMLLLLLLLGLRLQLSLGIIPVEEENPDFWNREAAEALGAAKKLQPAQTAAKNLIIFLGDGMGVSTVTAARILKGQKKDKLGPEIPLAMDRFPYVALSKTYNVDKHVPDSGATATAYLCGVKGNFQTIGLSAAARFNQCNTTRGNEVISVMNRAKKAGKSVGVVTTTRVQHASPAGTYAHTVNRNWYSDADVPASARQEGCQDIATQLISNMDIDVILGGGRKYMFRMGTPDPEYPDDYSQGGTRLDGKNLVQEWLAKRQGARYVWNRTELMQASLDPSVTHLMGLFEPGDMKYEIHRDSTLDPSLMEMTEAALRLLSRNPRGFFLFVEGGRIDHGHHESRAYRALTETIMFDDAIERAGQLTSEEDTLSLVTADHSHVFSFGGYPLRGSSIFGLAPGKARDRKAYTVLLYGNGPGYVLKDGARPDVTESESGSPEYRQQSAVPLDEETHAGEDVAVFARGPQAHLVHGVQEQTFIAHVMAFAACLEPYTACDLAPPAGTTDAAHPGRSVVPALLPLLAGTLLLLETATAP
The depositor's hits bear a star; . = not tested or not shown; [ ] = dose if it differs, or a comment.

SMILES	Rev-RRE block	PLK1 inh	PLK1 PBD inh	S1P2 blocker	S1P2 agonist	EphB4 antag	MT1-MMP txn act	FAK inh	PLAP act
CCOC(=O)c1c(NC(=O)CC2SC(N)=NC2=O)sc2c1CCCC2 (stereo unspecified)	10	-9	-35	-20	-1	-7	.	8	1.5
COc1cccc(C(=O)N2CCN(Cc3ccco3)CC2)c1OC	-3	2	33	-3	-9	-5	1.2	-8	1
CCOC(=O)c1[nH]c2ccccc2c1N=CN(C)C	3	-8	17	-11	-4	5	1.2	-2	.
c1ccc(Cc2nnc(-c3ccccc3)o2)cc1	7	-6	10	26	-8	1	1.3	0	1
Fc1ccccc1CNc1ccc(Cl)c(Cl)c1	4	-9	-8	-30	-6	1	.	2	0.9
c1cc2c(cc1C1CCCCC1)c1c3n2CCCNC3CCC1 (stereo unspecified)	-14	-5	-28	-8	-8	-3	0.2	4	.
Cc1ccc(S(=O)(=O)c2c(N)n(CCC(C)C)c3nc4ccccc4nc23)cc1	9	-10	4	-5	-1	6	1.1	9	1.4
CCOC(=O)c1ccc(NC(=O)Cn2nnc(-c3ccc(C)cc3)n2)cc1	3	-15	-8	2	-8	3	1.1	10	1.1
CCOC(=O)c1nn(-c2ccccc2)c(C)c1C(C)=O	3	-11	-17	-25	1	-5	.	2	1.1
NS(=O)(=O)c1ccc(NC(=O)CCc2ccccc2)cc1	6	-4	-13	1	-1	-2	1.2	-2	0.9
Cn1c(=O)c2c(nc(SCCN3CCOCC3)n2Cc2cccc3ccccc23)n(C)c1=O	6	-4	-14	-5	-9	-2	1.2	-2	1.4
CN(C)c1cc(NC(=O)CN2CCOCC2)c2ccccc2n1	7	-20	-9	10	-7	-8	1	-3	.
O=C(C1CCC1)N1CCc2cc(S(=O)(=O)NCC3COc4ccccc4O3)ccc21 (stereo unspecified)	11	-20	4	3	-5	4	1	5	0.9
CSc1ccccc1C(=O)NCCCOC(C)C	8	-32	27	-7	-4	-3	.	-2	0.8
CCOC(=O)c1ccc(NC(=O)CNC(=O)c2ccccc2)cc1	0	-5	30	-13	-2	-13	.	-1	0.8
CC(C(=O)N1CCCc2ccccc21)N1C(=O)c2ccccc2C1=O (stereo unspecified)	8	-10	5	10	-7	14	1.1	-2	.
Cc1ccc(N=C2CCCN2Cc2ccccc2)c(C#N)c1	11	20	2	4	2	-5	1.1	1	.
COc1cc(SC)ccc1C(=O)OC1CCOC1=O (stereo unspecified)	3	-5	-16	-6	-3	8	1.2	-7	1.2
Nc1cc(N)nc(SCC(=O)N2CCCCC2)n1	6	-2	5	21	-5	5	1.1	-4	1.1
O=C(O)CSc1nnc(C2CC2)n1-c1ccccc1	5	-7	-1	26	-1	9	1	0	1.2
COc1cc(CNC(C)(C)CO)ccc1OCC(=O)Nc1ccc(Br)cc1	0	-4	-18	26	-5	9	1.3	7	1.3
COc1ccc(Br)cc1CNC(=O)C1CCN(S(=O)(=O)N2CCCC2)CC1	6	-3	11	17	-4	1	.	2	1.2
CN(C)c1nc(Nc2ccccc2)nc(N(C)C)n1	-2	5	-33	2	-7	-1	.	-2	1.2
Cc1ccc(OCC(=O)NNC(=O)C2CCN(c3ncccn3)CC2)cc1	1	-11	-9	10	-6	-6	.	0	2*
COc1ccccc1Nc1nc2c(s1)CCC2	1	12	19	19	-1	1	1.6	10	1.1
SMILES	Rev-RRE block	PLK1 inh	PLK1 PBD inh	S1P2 blocker	S1P2 agonist	EphB4 antag	MT1-MMP txn act	FAK inh	PLAP act
Cc1ccc(Cl)cc1NC(=O)c1ocnc1C	6	3	1	-1	-2	-4	1.1	0	0.9
CN1CCN(CCC(=O)Nc2ccccc2Cl)CC1	12	-10	-49	4	-7	2	1	2	.
CCOC(=O)c1c(C)nc(-c2ccccc2)nc1NC(C)=O	5	-3	15	1	-6	3	1.4	4	0.8
C=CCNc1nc(-c2ccc(OC)cc2OC)cs1	5	-1	-34	32	-12	4	2*	-4	0.8
CCOC(=O)C1(S(=O)(=O)c2ccccc2)CCN(Cc2ccccc2)CC1	9	2	-15	17	-2	3	.	-3	1.3
O=C(CSc1nnnn1-c1cccc2c1CCCC2)NC1CCCC1	5	1	9	0	-13	1	1.1	-4	1
c1ccc(Cn2nnnc2C(c2ccccn2)N2CCN(c3ccccc3)CC2)cc1 (stereo unspecified)	-1	8	1	-7	-4	5	1.2	-1	1
Cc1ccc(-c2cc(C(=O)N/N=C/c3c(C)nn(C)c3C)c3ccccc3n2)cc1C	-1	-17	-12	-17	1	1	.	4	1.6
Cc1ccc(Oc2ccc3c(c2)C(=O)N(c2cccc4cccnc24)C3=O)cc1	4	-6	39	14	-4	-2	.	2	1
CCOC(=O)CCCc1c[nH]c2ccccc12	1	-2	-6	8	-4	2	1.1	-1	1.2
CCc1ccc2c(COC(=O)c3n[nH]c4ccccc34)cc(=O)oc2c1	6	-20	-20	-13	-5	-4	1.5	3	1.6
CC(=O)Nc1ccc(S(=O)(=O)Nc2ccc(S(=O)(=O)N3CCCCCC3)cc2)cc1	1	3	-25	7	-9	-5	1	0	1
C=CCn1c(COc2ccccc2)nnc1SCC(=O)C(C)(C)C	0	-2	22	4	1	-4	1.2	-3	1.1
O=C(Nc1ccccc1)N1CCN(c2ccc(C(F)(F)F)cn2)CC1	5	-12	12	9	-3	4	1	1	0.9
Cc1cc(C(C)(C)C)c(O)c(C)c1CC1=NCCN1	-3	-5	-8	8	-1	0	1.3	-3	0.9
CCOC(=O)N1CCC(NC(=O)c2cc(S(=O)(=O)N3CCC4(CC3)OCCO4)ccc2F)CC1	-4	2	-1	-1	-7	-17	1.1	-5	1.4
COc1ccc(-c2nnc(-c3cc4ccccc4oc3=O)o2)cc1	7	-6	-12	-3	-4	3	1.2	-1	.
COc1ccccc1OCCC(=O)OCCN1C(=O)c2ccccc2C1=O	2	-5	-28	13	-9	-2	1.1	-3	1
Cc1ccc2cc(C(c3nnnn3CC3CCCO3)N3CCc4ccccc4C3)c(=O)[nH]c2c1 (stereo unspecified)	8	5	1	-13	-3	3	1.2	4	1.5
O=C(CCN1C(=O)C2C3C=CC(C3)C2C1=O)NCCc1ccccc1 (stereo unspecified)	9	-3	0	19	-6	2	1.3	6	1.1
CCCCOC(=O)C1=C(C)Nc2ncnn2C1c1ccc(OC)c(OC)c1 (stereo unspecified)	0	-12	17	-17	-3	-8	1.1	0	1
COc1ccccc1NC(=O)Cn1cncc1-c1ccc([N+](=O)[O-])cc1	7	-12	27	15	-5	9	.	3	1.1
CCN1C(=O)/C(=C/C=C2/SCCN2C)SC1=S	129*[fluorescence artefact?]	-29	-101	-2	-8	3	.	0	1
O=S(Cc1ccc(Cl)cc1)CC(O)(c1ccccc1)c1ccccc1 (stereo unspecified)	6	-10	-10	5	-9	-4	.	9	1.1
CCN(CC)S(=O)(=O)c1ccc(OC)c(NC(=O)c2cccc([N+](=O)[O-])c2C)c1	1	0	29	4	-5	4	.	-1	.

Structures shown so far with an aryl thioether with sulfur outside any ring:
SMILES	Rev-RRE block	PLK1 inh	PLK1 PBD inh	S1P2 blocker	S1P2 agonist	EphB4 antag	MT1-MMP txn act	FAK inh	PLAP act
Cn1c(=O)c2c(nc(SCCN3CCOCC3)n2Cc2cccc3ccccc23)n(C)c1=O	6	-4	-14	-5	-9	-2	1.2	-2	1.4
CSc1ccccc1C(=O)NCCCOC(C)C	8	-32	27	-7	-4	-3	.	-2	0.8
COc1cc(SC)ccc1C(=O)OC1CCOC1=O (stereo unspecified)	3	-5	-16	-6	-3	8	1.2	-7	1.2
Nc1cc(N)nc(SCC(=O)N2CCCCC2)n1	6	-2	5	21	-5	5	1.1	-4	1.1
O=C(O)CSc1nnc(C2CC2)n1-c1ccccc1	5	-7	-1	26	-1	9	1	0	1.2
O=C(CSc1nnnn1-c1cccc2c1CCCC2)NC1CCCC1	5	1	9	0	-13	1	1.1	-4	1
C=CCn1c(COc2ccccc2)nnc1SCC(=O)C(C)(C)C	0	-2	22	4	1	-4	1.2	-3	1.1

Additional records
SMILES	Rev-RRE block	PLK1 inh	PLK1 PBD inh	S1P2 blocker	S1P2 agonist	EphB4 antag	MT1-MMP txn act	FAK inh	PLAP act
CC(C)NC(=O)Cn1nc(C(F)(F)F)c2c1CCC2	5	-12	-5	-12	-2	2	1.9	-1	.
CCCn1nc2cc(C(=O)N(CC)c3ccc(OC)cc3)ccc2c1OCC	6	-13	4	4	-3	-14	.	-1	0.9
O=C(c1ccco1)n1nc(-c2ccco2)nc1SCc1ccccc1	10	-37	0	-29	-5	7	.	0	0.8
O=C(Oc1cccnc1)c1ccc(Cl)cc1	-2	0	-8	7	-9	-19	1.1	-6	0.9
Cc1ccc(NC(=O)COc2ccc(/C=C3/SC(=Nc4ccccc4)N(Cc4cccnc4)C3=O)cc2)cc1	7	-20	2	-29	-2	-1	.	1	1.1
CCOC(=O)Cc1csc(NC(=O)c2ccco2)n1	9	0	-9	22	-3	2	1.5	-2	1
Cc1nc(N2CCN(c3ccccc3)CC2)nc2c1C(=O)CC(C)C2 (stereo unspecified)	9	-10	-10	-20	-4	-1	1	-3	1.3
Clc1ccc(COn2nnc3ccccc32)c(Cl)c1	8	-8	8	-13	-3	-7	1.3	0	1
Cc1cc(Oc2ccc(=O)n(C)n2)nc(Oc2ccc(=O)[nH]n2)n1	7	5	-3	9	-3	-7	1.2	1	1.1
Cc1ccc(NC(=O)C2=C(O)CCn3c2nc2ccccc23)cc1	6	-11	-26	-14	-2	6	1.4	0	1.3
O=C(COC(=O)c1ccc(NS(=O)(=O)c2ccc3c(c2)OCCO3)cc1)NCC1CCCO1 (stereo unspecified)	7	7	-9	14	-6	-3	1	-3	1.6
CCOC(=O)/C(C#N)=C1/SC(CC)C(=O)N1c1ccc(Br)cc1 (stereo unspecified)	8	-6	-21	16	0	6	1.2	2	1.1
Cc1ccccc1NC1=NC(=S)N(c2ccccc2)C12CCOC(C)(C)C2 (stereo unspecified)	7	1	3	14	-4	11	1.2	1	1
Cc1cc(C)n(-c2nncn2/N=C/c2ccccc2F)n1	3	0	15	18	-1	1	1.2	4	1
O=C(c1cc(-c2cccs2)nc2ccccc12)N1CCN(S(=O)(=O)c2cccc(F)c2)CC1	2	-9	-19	1	-4	1	1	1	1.6
O=C(CCCn1c(=O)c2sccc2n(CC(=O)NCc2ccco2)c1=O)NCc1ccco1	4	-16	11	3	-4	2	1.1	11	1.1
CCOC(=O)c1c(-c2ccc(C)o2)csc1NC(=O)CSc1nncs1	3	-6	1	-10	-2	-15	1.2	2	1.9
COc1cccc(Sc2cc(N3CCOCC3)nc(-c3ccccc3)n2)c1	10	-12	-15	-9	-8	-2	.	-2	1
N#Cc1ccsc1NC(=O)CN1CCCCC1	12	2	-13	-12	-1	1	.	-2	1.1
O=C(NCCO)c1cccc(S(=O)(=O)N2CCCCC2)c1	11	7	-17	16	-7	11	1.1	-2	1
O=S1(=O)C=C(SCCN2CCCC2)c2ccccc21	5	2	19	-28	-6	-1	1.2	-2	1.1
Cc1ccnn2c(-c3ccccc3)c3c(=O)n(C)c(=O)n(C)c3c12	14	-8	9	-3	-6	-7	1.1	-3	1
O=C1CC(C(=O)N(CC2CCCO2)C(C(=O)NC2CCCCC2)c2ccncc2)CS1 (stereo unspecified)	3	-9	16	24	-1	0	1	-2	.
Cc1ccc2cc3c(NC(=O)CC(C)C)nn(C)c3nc2c1	1	-2	-26	-16	0	-3	1	6	1.5
Cc1cc(=O)[nH]c2c1c(=O)[nH]n2C1CC(C)N(C)CC1C (stereo unspecified)	5	-11	0	8	-3	-5	1	-1	1
